14-3-3 PPI – modulators of 14-3-3 gamma protein binding, primary screen, biochemical, fluorescence polarization; FP, 14-3-3gamma / TMR-pS259-Raf peptide binding; AID 422, 2006; inhibition, % at 40 µM; 14-3-3 protein gamma (Homo sapiens), P61981; 160,000 tested, 0.19% active; in the data active = inhibition above about 30%;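 also: 0% = protein plus tracer without compound and 100% = blank with tracer alone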
Target sequence (P61981 whole entry, looked up): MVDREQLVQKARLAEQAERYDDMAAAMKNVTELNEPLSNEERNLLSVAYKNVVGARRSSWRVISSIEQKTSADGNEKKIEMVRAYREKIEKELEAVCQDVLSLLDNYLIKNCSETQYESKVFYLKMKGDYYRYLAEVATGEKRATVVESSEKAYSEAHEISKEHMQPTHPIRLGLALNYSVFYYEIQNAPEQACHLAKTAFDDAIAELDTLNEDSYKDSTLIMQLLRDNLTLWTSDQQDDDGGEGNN
Active calls of the source: *; & = joins results of further samples.

canonical_smiles	14-3-3 PPI
Cc1ccc(SCCC(=O)NCc2ccco2)cc1	-1
O=C(O)CSCCCC(=O)Nc1ccc(Br)cc1	1
COC(=O)C(NC(=O)c1ccccc1OC)(Nc1ncc(Cl)cc1Cl)C(F)(F)F (stereo not given)	-8
CCN(CC)CCCN1C(=O)c2oc3ccccc3c(=O)c2C1c1cc(OC)ccc1OC (stereo not given)	-15
O=C(Cn1c(=O)[nH]c2ccccc2c1=O)NCc1cccc(Cl)c1	-1
CC(=O)Oc1ccc2c(=O)c(Oc3cc(C)cc(C)c3)coc2c1	-5
COc1ccc(NC(=O)CN2CCN(S(=O)(=O)c3ccc(C(C)C)cc3)CC2)cc1Cl	3
O=C(CN1C(=O)CSc2ccc(S(=O)(=O)N3CCOCC3)cc21)N1CCCCCC1	-18
COc1cc(NC(=O)c2cnc3ccccc3n2)cc(OC)c1	0
O=C(NCCCN1CCCCCC1)c1ccc(N2CCCC2=O)cc1	2&-5
CC(=O)c1cccc(NC(=O)C2CCCN(S(=O)(=O)c3cccc4cccnc34)C2)c1 (stereo not given)	-1
CCCSc1ncnc2c1oc1ccccc12	-5
CCOC(=O)CN(Cc1ccccc1)S(=O)(=O)c1ccc(NC(C)=O)cc1	4
Cc1ccc(C(=O)COC(=O)c2ccc(-n3cnnn3)cc2)cc1	9
O=C(Nc1ccccc1Cl)C(Cc1ccccc1)N1C(=O)c2ccccc2C1=O (stereo not given)	-4
CCOC(=O)c1c(NC=O)sc2c1CCC2	-5
Cc1cc(NC(=O)CCS(=O)(=O)c2nc(-c3cccs3)cc(C(F)(F)F)n2)n(-c2ccccc2)n1	2
CC(C)c1ccc(NC(=O)C(=O)NCCc2ccccc2)cc1	3
COc1cccc(C(C(=O)NC2CCCC2)N(C(=O)c2ccco2)C2CC2)c1OC (stereo not given)	-5
Cc1cc(C)nc(N2CCC(C(=O)Nc3cccc(C(F)(F)F)c3)CC2)n1	-6
COc1cccc(NC(=O)Nc2nnc(-c3ccncc3)s2)c1	-13
CCn1c(=O)n(CC(=O)Nc2cc(OC)ccc2OC)c(=O)c2ccccc21	2
Cc1cc(O)ccc1NC(=O)c1ccc(N2C(=O)c3ccc(C(=O)Nc4ccc(O)cc4C)cc3C2=O)cc1	6
O=[N+]([O-])c1ccc(Cl)c(-c2ncnn2-c2ccccc2C(F)(F)F)c1	8
O=C(OCc1ccc(-c2ccc(Br)cc2)o1)c1cccc(I)c1	-17
COc1ccc(N2CCN(C(=O)c3ccc(NS(=O)(=O)c4ccc(F)c(F)c4)cc3)CC2)cc1	0
COc1ccc(-n2nc3ccc(NC(=O)c4cc([N+](=O)[O-])ccc4Br)cc3n2)cc1	-11
COc1ccc(NC(C)=O)cc1NC(=O)CN1CCN(CC(=O)Nc2ccccc2Cl)CC1	-11
CC(C)CN(CCCNC(=O)CC1Oc2ccccc2NC1=O)CC(C)C (stereo not given)	-3
Cc1ccc(N(C)C(=O)N2CCN(S(=O)(=O)c3ccc(C)cc3)CC2)cc1	-4
O=C(Nc1ccc(-c2nc3ncccc3o2)cc1)c1ccccc1Br	-30
Cc1nnc(N2C(=O)C(=O)/C(=C(/O)c3ccc(Cl)cc3)C2c2ccc(C(C)C)cc2)s1 (stereo not given)	-15
COc1ccccc1NC(=O)c1cccc(N2C(=O)C3CC=CC(C)C3C2=O)c1 (stereo not given)	3
COc1ccc(Br)c(C(=O)Nc2cc(C(=O)Nc3ccccc3SC)ccc2N2CC3CC(C2)c2cccc(=O)n2C3)c1 (stereo not given)	-16
O=C(Nc1cc(Sc2ccccc2)cc([N+](=O)[O-])c1)c1ccc(F)cc1	-3
NC(=O)c1cccn1Cc1ccccc1Cl	-1
Cc1ccc(-c2nc3ccccc3c(=O)n2Cc2csc(-c3ccc(Cl)cc3)n2)cc1	-11
Cc1nc2nc(CO)[nH]n2c(=O)c1Cc1ccccc1	-1
O=C(NC12CC3CC(CC(C3)C1)C2)N1CC2Cc3cccc(=O)n3C(C2)C1 (stereo not given)	7
Cc1cc(NCC2CCCO2)n2c(nc3ccccc32)c1C#N (stereo not given)	-3&-26
Cn1nnc2c(N3CCCCC3)nccc21	1
O=S(=O)(NCc1ccco1)c1ccc(Cl)cc1	-13
O=C(CSc1nc2ccccc2c(=O)[nH]1)c1ccccc1	-7
Cc1ccccc1NC(=O)CCNS(=O)(=O)c1cccs1	3
COc1cc2c(cc1OC)C1C(C(=O)Nc3ccc(Br)cc3C)c3ccccc3C(=O)N1CC2 (stereo not given)	0
CCOc1ccccc1C(=O)Nc1cccc(Cl)c1C	6
COc1ccc(CNCc2ccc(F)cc2)c(OC)c1	-9
Cc1nc2ccc(NC(=O)Cn3cnc4c3c(=O)n(C)c(=O)n4C)cc2s1	-2

Some of these compounds in order of their number in 14-3-3 PPI, high to low.
| compound | 14-3-3 PPI |
| --- | --- |
| O=C(NC12CC3CC(CC(C3)C1)C2)N1CC2Cc3cccc(=O)n3C(C2)C1 (stereo not given) | 7 |
| Cc1nc2ccc(NC(=O)Cn3cnc4c3c(=O)n(C)c(=O)n4C)cc2s1 | -2 |
| O=C(CSc1nc2ccccc2c(=O)[nH]1)c1ccccc1 | -7 |

Next section.
canonical_smiles	14-3-3 PPI
CCOc1ccc(-n2c(=O)c3c4c(sc3n(Cc3cccnc3)c2=O)CCC4)cc1	-5
Cn1c(=O)nc2n(-c3ccc([N+](=O)[O-])cc3)c3ccc([N+](=O)[O-])cc3cc-2c1=O	-11
COc1cccc2cc(-c3nc4ccccc4[nH]3)c(=Nc3ccccc3Cl)oc12	-3
CC(C)NC(=O)c1c(O)c2ccccc2[nH]c1=O	-1
COc1ccc(C(=O)Nc2sc3c(c2C(N)=O)CCCC3)cc1OC	-8
O=C(CC1C(=O)N(c2ccccc2)C(=S)N1Cc1ccc2c(c1)OCO2)NCCc1ccccc1 (stereo not given)	2
COc1ccc2nc(N3CCC(C(=O)NCCCN4CCCCC4)CC3)sc2c1	-6
CSC(=NS(=O)(=O)c1ccc(C)cc1)SC	1
Cc1cccc(CSCc2ccc(C(=O)NC(C)C)o2)c1	3
CC1CCc2cc(F)cc3c(O)c(C(=O)NCC4CCCO4)c(=O)n1c23 (stereo not given)	8
O=C(O)c1ncc(-c2ccccc2)cn1	-7
Cn1c(SCC(=O)NC2CCCCCC2)nnc1-c1cccs1	-2
Nc1nc(-c2ccccc2)nn1C(=O)Cc1ccccc1	0
CC(=O)c1cc2cc(O)ccc2o1	0&-3
CCCCNC(=O)c1ccc(Cn2c(=S)[nH]c3cc4c(cc3c2=O)OCO4)cc1	-11
O=S(=O)(NC1CCCCCC1)c1cccc2cccnc12	3&5
COc1ccc(NC(=O)c2ccccc2NC(=O)CN2C(=O)c3ccccc3C2=O)cc1	-3
Cc1c(C(=O)OC2CCCC2)[nH]c2c1C(=O)CC(c1cccs1)C2 (stereo not given)	12
O=C(Cc1c(C(=O)O)[nH]c2ccccc12)NCCN1CCN(c2cccc(Cl)c2)CC1	-13&-3
CCOC(=O)c1c(C)oc2cc(Br)c(OC(=O)c3ccccc3)cc12	4
O=S(=O)(NC1c2cccc3cccc(c23)C1Sc1ncccn1)c1ccc(Cl)cc1 (stereo not given)	-10
CCOc1ccc(S(=O)(=O)N(CC(=O)O)c2ccc(C)cc2)cc1	7
CC(C)c1ccc(-c2nnn(CCC(=O)O)n2)cc1	0
O=C(O)c1cccc(N2CCCC2)c1	-3
COc1ccc(-n2c(CNC(=O)c3ccc(S(=O)(=O)N4CCCC4)cc3)n[nH]c2=S)cc1	-1&-1
Cn1nc(-c2ccccc2F)c2cc(C(=O)N3CCN(c4ccccn4)CC3)sc21	-3
COC(=O)C1=C(C)N(C)C(C)=C(C(=O)OC)C1c1cccc(C)c1	-3
O=c1nc(C=Cc2ccc(O)cc2)cc(C(F)(F)F)[nH]1	-68
Cc1c(C(=O)NC2CCCCC2)oc2c1C(=O)CC(C)(C)C2	12
COc1cccc(C(=O)NCc2ccccc2OC)c1	-4&0
Cc1nn(-c2nc3ccccc3n2C)c2c1C(=O)CC(C)(C)C2	2
COc1cc(C2Nc3cc(C)c(C)cc3NC3=C2C(=O)CC(C)(C)C3)ccc1OC(C)=O (stereo not given)	-7
O=S(=O)(N=C1SCCN1S(=O)(=O)c1ccc(Br)cc1)c1ccc(Br)cc1	-9
CC1(C)OC(C(N)=O)C(C(N)=O)O1 (stereo not given)	4
COc1ccc(C2C(C(=O)OCC3CCCO3)=C(C)NC3=C2C(=O)CC(C)(C)C3)cc1OC (stereo not given)	4
COc1ccc(CN2CC(C(=O)NC3CC3)CC2=O)cc1 (stereo not given)	-3

Brought forward from above: four compounds, then new ones.
canonical_smiles	14-3-3 PPI
O=S(=O)(N=C1SCCN1S(=O)(=O)c1ccc(Br)cc1)c1ccc(Br)cc1	-9
CC1(C)OC(C(N)=O)C(C(N)=O)O1 (stereo not given)	4
COc1ccc(C2C(C(=O)OCC3CCCO3)=C(C)NC3=C2C(=O)CC(C)(C)C3)cc1OC (stereo not given)	4
COc1ccc(CN2CC(C(=O)NC3CC3)CC2=O)cc1 (stereo not given)	-3
COc1ccc(Cl)cc1S(=O)(=O)NC1CC(C)(C)NC(C)(C)C1	-8
CC(C)CCOC(=O)c1ccc(N2C(=O)c3cccc([N+](=O)[O-])c3C2=O)cc1	-7
CCOc1ccc(S(=O)(=O)N(C(=O)c2ccncc2)c2ccc3oc(C)c(C(=O)OC)c3c2)cc1	-60
COc1cccc(C(=O)N2CCN(c3ccc([N+](=O)[O-])c(N4CCOCC4)c3)CC2)c1	-1
O=c1c(C(c2ccc(Br)cc2)c2c(O)nc3n(c2=O)CCCS3)c(O)nc2n1CCCS2	-9
CCOc1ccc(C2CC(c3cccc(OC)c3)Nc3nc(N)nn32)cc1 (stereo not given)	0
Cc1cc(C)cc(N2COc3cc4c(cc3C2)OCO4)c1	9
O=c1cc(C(F)(F)F)c2sc(N3CCCCC3)nc2[nH]1	-5
Cc1cccc(NC(=O)CSc2nccn2-c2cccc(Cl)c2)c1C	-2
O=C(Cc1ccccc1)N1CCc2ccccc21	0
O=C(NCCc1ccccc1)c1cc(-c2cccnc2)nc2ccc(S(=O)(=O)N3CCCCCC3)cc12	-4
Cc1ccc(Cl)cc1NC(=O)c1ccccc1Br	2
COc1cc(OC)cc(C(=O)OCCN2C(=O)c3cccc4c(N5CCOCC5)ccc(c34)C2=O)c1	-1
CCOP(=O)(OCC)c1nc(-c2ccccc2Cl)oc1N1CCCCC1	1
COc1ccc(CN(C(=O)c2snc(C(N)=O)c2N)C(C(=O)NC(C)(C)C)c2ccco2)cc1 (stereo not given)	-5
CC(C)Cn1nc(NC(=O)C(C)(C)C)c2cc3ccccc3nc21	-10
Cc1nc(Nc2ccccc2)c([N+](=O)[O-])c(=O)[nH]1	6
CC1CCCCN1Cc1nc2c(c(=O)n(C)c(=O)n2C)n1CCCc1ccccc1 (stereo not given)	6
COC(=O)C1=CN(CC2CCCO2)C=C(C(=O)OC)C1c1ccc(F)cc1 (stereo not given)	-5
O=C(Nc1cccnc1)Nc1ccc(Br)cc1Cl	1
C=CCN(C(=O)c1ccc(N2CC3CC(C2)c2cccc(=O)n2C3)c(NC(=O)c2ccc(Br)o2)c1)c1ccccc1 (stereo not given)	-1
CC1C(c2ccccc2)=[N+]([O-])C2(CCCC2)N1O (stereo not given)	3
COC(=O)c1ccccc1NC(=O)Nc1nnc(N2CCCCC2C)s1 (stereo not given)	-8
CCOC(=O)c1cc(-c2ccccc2)n(CC(=O)N2CCCC2)c1C	-6
O=[N+]([O-])c1c(Cl)cc(O)c2c1C1C=CCC1C(c1ccccc1)N2 (stereo not given)	-13
Clc1ccc(C(c2nnnn2C2CCCC2)N2CCN(Cc3ccncc3)CC2)cc1 (stereo not given)	-1
Cc1nc(C)c(C(=O)Nc2nc3c(C)cccc3s2)o1	-58
Cc1ccc(NC(=O)c2sc3ncn(CC(=O)N4CC(C)CC(C)C4)c(=O)c3c2C)c(Br)c1 (stereo not given)	-6
Cc1ccc(S(=O)(=O)Nc2ccccn2)cc1[N+](=O)[O-]	-6
O=C(Cc1ncn[nH]1)NCCc1ccccc1	3
NC(=O)c1cc(Br)cc2c3c([nH]c12)CCCC3	-9
CCc1ccc(C2NC(=O)NC(C)=C2C(=O)OCc2ccccc2)cc1 (stereo not given)	-7
CCOc1ccc(S(=O)(=O)N2CCN(Cc3ccc4c(c3)OCO4)CC2)c2cccnc12	-10
N=c1c2c(-c3ccccc3)c(-c3ccccc3)n(Cc3ccco3)c2ncn1CCO	-4
COc1ccc2[nH]c(=O)c(CNC3CCCCC3)cc2c1	-2
CC(C)C(NC(=O)C12CC3CC(CC(C3)C1)C2)C(=O)NC1=NCCS1 (stereo not given)	-2&3
CCCSC1=C(C#N)C(c2ccccc2C)C(C(=O)OC)C(=O)N1 (stereo not given)	1
Cc1cccc(NC(=O)C(C)N(c2ccccc2)S(C)(=O)=O)c1 (stereo not given)	-7
COc1ccc(-n2nc3c(c2NC(=O)Cc2cccs2)CSC3)cc1	-10
C=CCNC(=O)c1sc2cc(Cl)ccc2c1Cl	-9
CCOC(=O)C1C2C=CC3(CN(c4ccccc4Br)C(=O)C13)O2 (stereo not given)	2
CN(CCCn1c(=S)[nH]c2ccc(N3CCOCC3)cc2c1=O)Cc1ccccc1	-10
N#CCc1ccc(NS(=O)(=O)c2ccc(N3CCCC3=O)cc2)cc1	1

Assay outcomes: PubChem, Emory University Molecular Libraries Screening Center

A portion of the library; the hit share may differ from the screen's.
